SMARCA2 act – activators of SMARCA2 function. actives 1% (n = 370,000). MG213 cells, MMTV-luciferase reporter, dexamethasone, overnight. AID 652017. activation, % at 9.1 µM; in the data active = activation above about 7.8%;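 also: 0% = vehicle wells and 100% = reference activator wells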
ssDAF-12 act – activates DAF-12 receptor from parasite S. stercoralis | HEK293 ssDAF-12/GRIP1 lit1-tk-luc reporter, luminescence; % of 3 µM dafachronic acid response | activation, % at 6.8 µM | actives 1% (n = 370,000);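 active = activation above the mean over all tested compounds plus 3 SD, cut at about 0.9% in these data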;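 also: 0% = DMSO-only wells and 100% = 3 µM delta7-dafachronic acid wells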
HGIII-sPLA2 inh – Blocks human group III sPLA2 activity; QFRET BODIPY PC-A2 liposome hydrolysis, fluorescence; actives 0.56% (n = 370,000); inhibition, % at 12.2 µM; Q9NZ20;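 active = inhibition above mean plus 3 SD of compounds lying within the high and low control bounds, cut at about 19% in these data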;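 also: 0% = median of test compound wells and 100% = no enzyme DMSO wells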
Target sequence (Q9NZ20 whole entry, looked up): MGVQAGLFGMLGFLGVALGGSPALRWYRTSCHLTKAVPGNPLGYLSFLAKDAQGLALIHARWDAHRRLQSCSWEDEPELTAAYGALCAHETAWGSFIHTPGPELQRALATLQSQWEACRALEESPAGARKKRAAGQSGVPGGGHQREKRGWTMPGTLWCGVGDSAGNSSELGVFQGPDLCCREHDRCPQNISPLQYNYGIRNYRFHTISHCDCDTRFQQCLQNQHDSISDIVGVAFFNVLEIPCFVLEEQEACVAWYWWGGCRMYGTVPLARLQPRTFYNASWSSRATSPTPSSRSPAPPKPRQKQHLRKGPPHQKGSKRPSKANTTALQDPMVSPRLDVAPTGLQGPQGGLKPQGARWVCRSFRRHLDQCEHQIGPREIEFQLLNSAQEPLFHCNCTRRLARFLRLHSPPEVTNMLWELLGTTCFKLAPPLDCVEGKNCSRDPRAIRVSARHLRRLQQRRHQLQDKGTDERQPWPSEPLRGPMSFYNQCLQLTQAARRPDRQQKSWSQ
DAX1 inh-1 – inhibitors of human orphan nuclear receptor DAX1 (NR0B1) | P51843 | HEK293 Gal4-DAX1 luciferase reporter, luminescence | inhibition, % at 6.75 µM | actives 0.99% (n = 340,000) | AID 504766;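 active = inhibition above the mean over all tested compounds plus 3 SD, cut at about 4.2% in these data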;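 also: 0% = DAX1-transfected cells with DMSO and 100% = empty-vector control cells with DMSO; inhibition shows as a rise in luminescence from relieved DAX1 repression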
hgDAF12 agonist – agonists of H. glycines DAF-12 nuclear receptor | activation, % at 6.8 µM | actives 1.8% (n = 370,000) | HEK293 GAL4-hgDAF12 UAS-luciferase reporter, agonist luminescence; normalized to butyrate control;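 active = activation above a cutoff set at the mean of all screened compounds plus 3 SD, cut at about 10% in these data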;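 also: 0% = DMSO wells and 100% = sodium butyrate wells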
NPR1 activator – GC-A (human) enzyme activation. P16066. HEK293 GC-A cells, cGMP TR-FRET, EC30 ANP; 0% at EC30 ANP, 100% saturating ANP. AID 1671463. activation, % at 10 µM. actives 0.14% (n = 370,000); in the data active = activation above about 40%
DAX1 inh-2 – DAX1 (NR0B1) inhibition, primary screen; AID 652010; HEK293T StAR-luciferase reporter, SF-1/DAX-1 repression relief; inhibition, % at 6.8 µM; actives 1.1% (n = 370,000);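 active = inhibition above the mean over all tested compounds plus 3 SD, cut at about 3.6% in these data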;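 also: 0% = DAX-1 cells with DMSO and 100% = cells lacking DAX-1 with DMSO; higher inhibition means more luminescence from relief of DAX-1 repression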
ADAM10 inh – ADAM10 inhibition, QFRET primary screen | O14672 | recombinant ADAM10, EDANS/DABCYL FRET peptide cleavage, 3 h | inhibition, % at 7 µM | actives 0.62% (n = 370,000);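 active = inhibition above a per-campaign cutoff equal to the mean of compounds falling between control-based bounds plus 3 SD, cut at about 20% in these data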;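 also: 0% = DMSO wells while the 100% control is not disclosed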
Target sequence (O14672 214-748 limits assumed): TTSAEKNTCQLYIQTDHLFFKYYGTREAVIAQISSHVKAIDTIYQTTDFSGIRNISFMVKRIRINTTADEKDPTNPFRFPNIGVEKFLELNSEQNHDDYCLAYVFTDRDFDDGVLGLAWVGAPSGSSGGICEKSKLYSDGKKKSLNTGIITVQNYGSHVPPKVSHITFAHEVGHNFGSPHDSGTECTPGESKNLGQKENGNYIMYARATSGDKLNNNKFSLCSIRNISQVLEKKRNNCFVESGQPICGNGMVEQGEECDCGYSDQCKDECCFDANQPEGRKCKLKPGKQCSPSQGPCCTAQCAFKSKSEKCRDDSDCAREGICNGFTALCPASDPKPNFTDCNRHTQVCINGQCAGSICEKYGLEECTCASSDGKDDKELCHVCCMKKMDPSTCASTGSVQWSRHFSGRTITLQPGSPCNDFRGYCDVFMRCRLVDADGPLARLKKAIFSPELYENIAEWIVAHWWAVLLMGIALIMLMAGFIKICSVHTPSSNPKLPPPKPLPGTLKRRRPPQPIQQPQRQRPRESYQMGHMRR
hcDAF12 agonist – H. contortus DAF-12 activation, primary screen | activation, % at 6.8 µM | HEK293 hcDAF-12 lit1-tk-luc reporter, luminescence; 0% DMSO, 100% Δ7-dafachronic acid | actives 1.4% (n = 370,000) | AID 652067;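 active = activation above the mean of all tested compounds plus 3 SD, cut at about 5.5% in these data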;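 also: 100% = response to 3 µM Δ7-dafachronic acid high control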
FXN GAA850 act – frataxin GAA850 promoter activation; HEK293 lucGAA850 FXN promoter luciferase reporter, 24 h; percent of 10 µM SAHA response; activation, % at 6 µM; actives 0.56% (n = 360,000); AID 540364;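 active = activation above the average of all compounds screened plus 3 SD, cutoff fixed separately per campaign, cut at about 7.5% in these data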;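 also: 0% = DMSO wells and 100% = 10 µM SAHA wells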
GC-B act – GC-B (human) receptor activation; AID 1920062; P20594; HEK293-GC-B cells, CNP EC30, cGMP TR-FRET; 0% at EC30 CNP, 100% saturating CNP; actives 0.11% (n = 370,000); activation, % at 10 µM;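 active = activation at 10 µM reaching about 35% in either raw or pattern-adjusted values, limit read from the data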
The depositor's hits bear a star; . = not tested or not shown.

SMILES | SMARCA2 act | ssDAF-12 act | HGIII-sPLA2 inh | DAX1 inh-1 | hgDAF12 agonist | NPR1 activator | DAX1 inh-2 | ADAM10 inh | hcDAF12 agonist | FXN GAA850 act | GC-B act
COc1ccccc1CN(CC(=O)NCc1ccco1)C(=O)CNS(=O)(=O)c1ccccc1 | -1 | -1.2 | 2 | 0.7 | -0.2 | 3 | -0.4 | -2 | -2.2 | 1.6 | 6
CC1=NN(c2ccccc2)C(=O)C1N=Nc1ccc(N)cc1 (centres undefined) | -2 | -1.1 | 16 | -3.5 | -0.1 | -7 | -3.2 | -3 | 1.4 | 2.1 | -6
COc1ccc(CCC(=O)NCCOc2ccccc2Cl)cc1 | 0 | -0.9 | -6 | 1.7 | 4.1 | -3 | 0.7 | 1 | 1.3 | 3.5 | -2
Cc1nc(SCC(=O)Nc2ccccc2)c2oc3ccccc3c2n1 | 1 | -1.2 | -2 | -0.3 | 1.2 | 10 | -0.2 | -10 | -0.5 | 2.3 | 2
CCCC(=O)NC(=S)NNC(=O)c1ccc([N+](=O)[O-])cc1 | -4 | -1.5 | 11 | 0.5 | 1.0 | -4 | 0.1 | 0 | -3.2 | 0.6 | 2
Cc1nnsc1C(=O)NNc1c(Cl)cccc1Cl | -2 | -0.5 | 14 | 2.5 | 0.3 | -5 | -0.5 | -10 | 0.2 | 1.5 | 9
CCOC(=O)c1c(C)c(C(=O)NCCCOC(C)C)c(C)n1C | 3 | -1.0 | 1 | 0.7 | -1.8 | -4 | 0.2 | 3 | -1.8 | 0.0 | 2
COc1ccc(Nc2oc(COc3ccc(C)cc3)nc2C#N)cc1 | -4 | -2.1 | -7 | -0.9 | -1.6 | -1 | -1.4 | 20 | -0.3 | 0.9 | -2
COc1cccc(CC(=O)NC2CCCN(Cc3ccc(Cl)cc3)C2)c1 (centres undefined) | -2 | -0.7 | -4 | -1.6 | -0.1 | -8 | 0.2 | 1 | -1.1 | 0.9 | -1
COc1ccc2c(Cl)c(C(=O)NCCCn3ccnc3)sc2c1Cl | 1 | -1.6 | -17 | -1.1 | 0.0 | 8 | -0.7 | -10 | -3.2 | -0.3 | 2
CC(OC(=O)C1=NNC(=O)CC1)C(=O)Nc1ncc(Cl)cc1Cl (centres undefined) | -2 | -1.2 | -1 | -0.5 | 1.9 | -1 | -0.5 | -4 | -1.9 | 1.6 | -1
O=C(NC(Cc1ccccc1)C(=O)O)/C(=C/c1ccccc1)NC(=O)c1ccco1 (centres undefined) | -5 | -0.3 | 9 | 0.7 | 0.4 | 1 | 0.2 | -6 | 0.1 | -0.3 | 3
CCOC(=O)C1CCCN(C(=O)c2ccc3c(c2)OCCO3)C1 (centres undefined) | -1 | -0.4 | -3 | -1.5 | 2.6 | -1 | -0.7 | -3 | 0.9 | -0.3 | 2
O=C(c1ccc2c(=O)n(Cc3ccccc3)c(=S)[nH]c2c1)N1CCOCC1 | -2 | -1.0 | 8 | 0.8 | -1.5 | 6 | -0.2 | -10 | -0.6 | 0.4 | 0
CN(C(=O)c1cc2n(n1)C(C(F)(F)F)CC(c1ccco1)N2)c1ccc(OC(F)(F)F)cc1 (centres undefined) | -6 | -1.4 | -7 | -0.6 | -1.8 | 6 | -0.5 | -7 | -1.8 | -1.0 | 0
CCOc1ccc2nc(SCC(=O)NNC(=O)c3ccco3)c(C)cc2c1 | -1 | -1.5 | -6 | -0.8 | -0.5 | 2 | -0.3 | 1 | 0.9 | 0.0 | -3
O=C(OC(C(=O)NCC1CCCO1)c1ccc(F)cc1)c1ccco1 (centres undefined) | 1 | -1.1 | -3 | -0.7 | 0.2 | -1 | -0.1 | -6 | -0.2 | 0.6 | 2
CNC(=O)c1ccc(N(Cc2ccccc2)S(C)(=O)=O)cc1 | 1 | -0.8 | 4 | -0.5 | 1.4 | 3 | 0.5 | -4 | -0.7 | -0.2 | -3
CC(Sc1nn(-c2ccccc2)c(=S)s1)C(=O)NCC1CCCO1 (centres undefined) | -2 | -0.8 | 3 | 0.2 | -3.1 | -2 | 0.1 | 3 | -2.7 | -1.1 | 5
Cc1ccc(C(=O)OCC(=O)Nc2c(Cl)cc(S(N)(=O)=O)cc2Cl)o1 | -1 | -1.5 | 1 | 0.1 | 2.5 | 1 | -0.4 | 3 | -2.1 | -1.1 | 0
CC(C)CC(C(=O)Nc1ccccc1)N1C(=O)C2C3C=CC(C3)C2C1=O (centres undefined) | 0 | -1.6 | -3 | 0.7 | -0.8 | -5 | -0.3 | 4 | 0.9 | -0.5 | 8
CN(C)S(=O)(=O)c1cccc(NC(=S)N/N=C/c2ccc(O)c(O)c2O)c1 | 0 | -1.1 | -5 | 0.8 | -3.3 | 1 | 0.4 | 4 | 0.0 | -1.9 | 2
COc1ccc(C(=O)OCc2cc(=O)oc3c(C)c(C)ccc23)cc1S(=O)(=O)N1CCOCC1 | -5 | -1.8 | 13 | 0.1 | 0.1 | 18 | 0.2 | -5 | -2.6 | -1.9 | 24
COC(=O)CCN(C(=O)C12CC3CC(CC(C3)C1)C2)c1ccccn1 | 2 | -1.5 | 1 | 1.2 | 0.9 | 1 | 0.2 | -8 | -1.0 | -0.4 | 1
COCCn1c(=S)[nH]c2cc(C(=O)NCc3ccccc3)ccc2c1=O | 2 | -0.7 | 7 | 0.1 | 0.3 | -2 | 1.5 | -7 | 0.4 | -1.1 | 3

The list goes on; the last 2 above are carried over.
SMILES | SMARCA2 act | ssDAF-12 act | HGIII-sPLA2 inh | DAX1 inh-1 | hgDAF12 agonist | NPR1 activator | DAX1 inh-2 | ADAM10 inh | hcDAF12 agonist | FXN GAA850 act | GC-B act
COC(=O)CCN(C(=O)C12CC3CC(CC(C3)C1)C2)c1ccccn1 | 2 | -1.5 | 1 | 1.2 | 0.9 | 1 | 0.2 | -8 | -1.0 | -0.4 | 1
COCCn1c(=S)[nH]c2cc(C(=O)NCc3ccccc3)ccc2c1=O | 2 | -0.7 | 7 | 0.1 | 0.3 | -2 | 1.5 | -7 | 0.4 | -1.1 | 3
COc1ccc(OC)c(N(CC(=O)NC2CC2)S(=O)(=O)c2ccc(C)cc2)c1 | 4 | -1.1 | -1 | -0.2 | 0.3 | -18 | -0.8 | 1 | -2.6 | 0.8 | -14
CN(C)/C=C(/C(=O)c1ccc(Cl)c(Cl)c1)S(C)(=O)=O | 0 | -1.0 | 0 | 1.0 | -0.7 | 0 | -0.3 | 0 | -1.4 | 1.7 | -2
C=CCN1C(=O)c2ccc(C(=O)N(C)Cc3ccc(C)o3)cc2C1=O | -2 | -0.7 | 7 | -0.4 | -0.2 | 6 | -0.8 | -16 | -0.4 | -0.2 | 1
O=C(CCC1CCCN(C(=O)c2cccs2)C1)N1CCN(c2ccccn2)CC1 (centres undefined) | -1 | -1.5 | -5 | -1.3 | -2.0 | -2 | 0.0 | -5 | -1.4 | -0.9 | -1
Cc1cc(C)c2cc(C(=O)N3CCC(N4CCCCC4)CC3)[nH]c2c1 | 1 | -0.7 | -9 | 0.7 | 2.2 | -2 | 4.3* | -10 | -0.3 | 2.1 | 9
COc1ccccc1CCC(=O)Nc1ccc(S(=O)(=O)Nc2ncccn2)cc1 | -3 | -0.1 | 6 | 0.3 | -1.7 | 1 | -1.2 | -22 | -1.8 | 1.1 | 4
O=C(Nc1ccnn1C1CCN(Cc2ccn[nH]2)CC1)c1ccccc1 | 0 | -1.4 | 0 | 0.2 | -0.3 | 1 | -1.1 | -1 | -1.9 | -1.2 | -2
COc1cc(C=O)ccc1OCCSc1ccc(Cl)cc1 | 2 | -1.6 | -7 | 0.1 | 4.6 | -2 | 0.6 | 4 | 1.1 | -1.2 | -9
O=C1CC(C(=O)N2CCN(c3ccccc3O)CC2)CN1Cc1ccccc1 (centres undefined) | -4 | -0.4 | 10 | 2.1 | -1.1 | 2 | 1.4 | -3 | 0.6 | 0.6 | 0
CC(NC(=O)Cc1ccc(S(=O)(=O)N2CCOCC2)s1)c1ccc(Br)cc1 (centres undefined) | -5 | -1.2 | -13 | -0.6 | -1.6 | 2 | -1.4 | -4 | -1.2 | 2.6 | 1
CCOC(=O)c1cc(NC(=O)Nc2ccccn2)c(C)nc1C | -1 | -1.7 | 1 | -0.4 | 2.1 | 16 | -0.7 | -11 | -0.5 | 2.4 | 6
CC(=O)Nc1ccc(NC(=O)CCN2C(=O)c3ccccc3C2=O)cc1 | 4 | -1.0 | 6 | -0.2 | 1.6 | 2 | 0.6 | 12 | -1.7 | -0.4 | 0
COC(=O)c1cc(-c2ccc(C)o2)nc2ccccc12 | -3 | -1.4 | 7 | -0.5 | 2.8 | 8 | -0.6 | -17 | -2.4 | 0.8 | 6
Cc1c(S(=O)(=O)N2CCN(c3ccc(F)cc3)CC2)c(=O)n(C)c(=O)n1C | 0 | -1.1 | -4 | -0.8 | 0.8 | 0 | 0.8 | -3 | -1.3 | -0.2 | 1
Cn1c(=O)c2c(nc(NCc3cccnc3)n2Cc2ccc(Cl)cc2)n(C)c1=O | -2 | -1.3 | 11 | -1.2 | -1.8 | 4 | -0.5 | -14 | -2.5 | 1.2 | 12
N/C(=N\NC(=O)Nc1ccc(Cl)cc1)c1ccccn1 | 5 | 0.2 | -1 | 2.5 | 5.1 | 6 | 0.6 | 4 | 5.6* | 1.8 | 2
CN(C(=O)c1ccc(NC(=O)Cc2cccc(NC(=O)C3CCN(C(=O)C4CCC4)CC3)c2)cc1)C1CCCC1 | -1 | -1.3 | -15 | -0.1 | -3.1 | 4 | 0.5 | -1 | 0.8 | 0.7 | 7
COCCCNC(=O)CCc1nc(-c2ccccc2Cl)no1 | -3 | -1.1 | 4 | -1.0 | 0.4 | 0 | 0.3 | 4 | -1.1 | -1.1 | 0
CC(=O)Nc1cccc(-c2csc(C(C)(NC(C)=O)c3ccccc3)n2)c1 (centres undefined) | -3 | -1.5 | 5 | . | 1.6 | 1 | -0.9 | -9 | -2.0 | 0.3 | 2
COC(=O)c1c(NC(NC(=O)C(C)C)C(Cl)(Cl)Cl)sc2c1CCCC2 (centres undefined) | -3 | -2.1 | 12 | 0.1 | -3.5 | -12 | -1.6 | 22* | 0.7 | 1.6 | -13
Cc1cc([N+](=O)[O-])ccc1N | -2 | -1.1 | 4 | -0.9 | -0.9 | 3 | -0.4 | 1 | -2.5 | 1.3 | -2
Cc1ccc(NC(=O)COC(=O)Cc2cccs2)c(Br)c1 | -1 | -0.6 | -30 | 1.3 | 0.9 | 3 | 1.5 | 2 | 1.1 | -0.3 | 2
COC(=O)C1CN(Cc2ccc(F)cc2)CCS(=O)(=O)N1Cc1ccc(C)cc1 (centres undefined) | -2 | -1.6 | -6 | . | -1.7 | -4 | -1.2 | 9 | -1.4 | . | -9
CN1C(=O)c2cccc3c(N(C)C)ccc(c23)C1=O | 0 | -0.2 | -2 | 0.1 | -0.2 | 1 | 0.2 | -10 | -1.4 | 3.0 | 1
